Screening results deposited in PubChem by several laboratories.
Neddylation inh: blocks human cullin neddylation. TR-FRET cullin neddylation, biochemical. calls only at 25 µM. hit rate 0.58% among 360,000; in the data active = inhibition above about 36%
MsrA act: activates bovine MsrA enzyme; AID 602163; hit rate 0.3% among 360,000; purified bovine MsrA, absorbance read-out; activation, % at 10.6 µM; in the data active = activation above about 7.5%;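 also: 0% = vehicle and 100% = reference activator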
FAS TE block: blocks the thioesterase domain of human fatty acid synthase | P49327 | recombinant FAS-TE, OMFH fluorogenic substrate, fluorescence endpoint | inhibition, % at 15 µM | hit rate 0.67% among 360,000;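 active = compounds whose normalised, plate-corrected inhibition of enzyme fluorescence in the single-dose primary screen is 50% or more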;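 also: 0% = DMSO with enzyme and 100% = substrate without enzyme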
SKN-1 inh: C. elegans SKN-1 inhibition; inhibition, % at 21.8 µM; hit rate 0.49% among 360,000; C. elegans VP596 Pgst-4::GFP/RFP ratio, acrylamide-induced, 24 h;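 active = interference check ratio from 0.5 to 1.5 plus GFP to RFP signal ratio inhibition reaching or exceeding a fixed threshold, cut at about 30% in these data, passing the limit was not always enough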; also: some compounds called inactive have numbers as strong as hits
PABP1 MLLE inh: blocks PAM2 peptide binding to the PABP1 MLLE domain; P11940; GST-MLLE / FITC-PAM2 fluorescence polarization; inhibition, % at 20 µM; hit rate 0.36% among 360,000; AID 588489; in the data active = inhibition above about 35%, passing the limit was not always enough;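 also: plate controls were DMSO wells with GST-MLLE for no effect and wells lacking GST-MLLE protein for full effect; some results filed as inactive read as strong as hits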
MT1-MMP act inh: blocks activation of human MT1-MMP. HT1080 RFP-PRO-GFP cells, GFP/RFP ratio fluorescence, overnight; percent of plate control window, DMSO zero. GFP/RFP ratio change, % at 20 µM. hit rate 0.061% among 360,000. AID 651647;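 active = GFP/RFP ratio change of at least 30% with cell ATP level not reduced by more than half and red fluorescence within 50% of control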; also: strong numbers were not always called active
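Test system: HT1080 cells expressing an RFP-PRO-GFP fluorescent reporter construct / Compound dosing: single-point 20 µM compound, 1% DMSO / Schedule: cells overnight before dosing, compound overnight, 37 °C, 5% CO2 / Evaluation: GFP/RFP fluorescence ratio / Control set: DMSO and RFP-L50D-GFP cell wells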
E coli Lon inh: inhibitors of E. coli Lon protease; hit rate 0.42% among 360,000; inhibition, % at 7.94 µM; P0A9M0; purified E. coli Lon protease, fluorescence polarization; in the data active = inhibition above about 13%, passing the limit was not always enough;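 also: 0% = enzyme with probe and DMSO and 100% = no enzyme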
Rin1-Abl PPI inh: human Rin1-Abl interaction inhibition. hit rate 0.4% among 360,000. TR-FRET Rin1/Abl binding, biochemical. AID 588664. inhibition, % at 7.35 µM. P00519+Q13671; in the data active = inhibition above about 5%, passing the limit was not always enough
NRP1-CendR mod: alters CendR peptide binding to human NRP-1; O14786; FAM-RPARPAR peptide binding to NRP-1, fluorescence polarization; inhibition, % at 25 µM; hit rate 0.85% among 360,000; AID 602438;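 active = inhibition or corrected inhibition above about 18%, plus a signal ratio from 0.5 to 1.5, limit read from the data, passing the limit was not always enough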; also: strong numbers were not always called active
Target sequence (O14786 whole entry, looked up): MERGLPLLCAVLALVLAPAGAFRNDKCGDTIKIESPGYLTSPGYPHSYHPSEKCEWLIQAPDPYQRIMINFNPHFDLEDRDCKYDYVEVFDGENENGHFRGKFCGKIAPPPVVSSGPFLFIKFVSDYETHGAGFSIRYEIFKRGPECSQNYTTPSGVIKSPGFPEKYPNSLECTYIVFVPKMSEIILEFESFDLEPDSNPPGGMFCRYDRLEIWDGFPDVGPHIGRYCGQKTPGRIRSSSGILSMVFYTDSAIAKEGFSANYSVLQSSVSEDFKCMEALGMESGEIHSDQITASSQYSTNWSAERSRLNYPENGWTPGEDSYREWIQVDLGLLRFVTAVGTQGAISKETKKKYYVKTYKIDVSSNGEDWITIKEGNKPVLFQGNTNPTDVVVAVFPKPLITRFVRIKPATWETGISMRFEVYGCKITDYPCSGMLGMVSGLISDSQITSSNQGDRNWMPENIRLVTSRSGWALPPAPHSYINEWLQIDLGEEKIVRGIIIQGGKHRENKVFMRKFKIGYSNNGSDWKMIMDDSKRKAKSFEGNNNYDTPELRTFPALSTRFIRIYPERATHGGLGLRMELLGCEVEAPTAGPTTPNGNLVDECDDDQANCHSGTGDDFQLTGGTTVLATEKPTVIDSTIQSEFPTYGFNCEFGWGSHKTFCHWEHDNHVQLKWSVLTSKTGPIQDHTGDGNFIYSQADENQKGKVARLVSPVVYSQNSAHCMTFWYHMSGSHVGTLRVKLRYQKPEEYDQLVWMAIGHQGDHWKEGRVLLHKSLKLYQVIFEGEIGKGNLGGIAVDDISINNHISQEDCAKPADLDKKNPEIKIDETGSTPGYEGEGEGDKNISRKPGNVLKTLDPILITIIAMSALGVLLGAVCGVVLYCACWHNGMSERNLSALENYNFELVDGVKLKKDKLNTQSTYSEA
Numbers without * were called inactive; i = inactive; . = no result given.

Values run as follows: Neddylation inh | MsrA act | FAS TE block | SKN-1 inh | PABP1 MLLE inh | MT1-MMP act inh | E coli Lon inh | Rin1-Abl PPI inh | NRP1-CendR mod
[1] COc1cc(C=O)ccc1Oc1cnccn1
 : i | 0 | -4 | 12 | 7 | -1 | 0 | 0 | 6
[2] Cc1cc(C(=O)CN2C(=O)C(=O)N(C3CCCC3)C2=O)c(C)n1CCc1ccccc1
 : i | 2 | 19 | 9 | -4 | 2 | 4 | 1 | -11
[3] Cc1cccc(C)c1-n1nnnc1C1c2ccccc2C(=O)N1CCc1ccc(O)cc1 (centres undefined)
 : i | -10 | -4 | 4 | . | -2 | -7 | . | -7
[4] O=C(COC(=O)c1cc(=O)[nH]c(=O)[nH]1)Nc1cccc(Cl)c1
 : i | -1 | -8 | 13 | 10 | -1 | 9 | 0 | -4
[5] Cc1ccccc1CSc1nnc2ccc(-c3ccncc3)nn12
 : i | -10 | -7 | -7 | 2 | -5 | 9 | -6 | 16
[6] N#Cc1c(-c2ccccc2)[nH]c(=O)[nH]c1=O
 : i | -10 | -2 | 6 | 5 | 1 | -5 | -1 | 27*
[7] O=C1CCC(=O)N1OCCCOc1ccccc1
 : i | -10 | -8 | 5 | -2 | 0 | -6 | -1 | -7
[8] COc1ccc2nc(SCC(=O)NCc3ccc(S(N)(=O)=O)cc3)[nH]c2c1
 : i | -2 | -2 | 2 | -17 | 2 | -1 | 1 | 7
[9] Cc1ccc(-c2csc3ncnc(NCCC(=O)O)c23)cc1C
 : i | -5 | -7 | 4 | 13 | 4 | -6 | -6 | -16
[10] CCN(CC(=O)NCc1ccc(Cl)cc1)C(=O)c1ccc(C#N)cc1
 : i | 16* | 1 | 2 | -16 | -1 | -1 | 1 | -6
[11] CCn1cc(Br)c(C(=O)Nc2ccc(OC)cc2)n1
 : i | -1 | -4 | -3 | -5 | 0 | -4 | -4 | -5
[12] CC1C(c2ccccc2)OCCN1C(=S)Nc1ccc(S(=O)(=O)N2CCCCC2)cc1 (centres undefined)
 : i | -1 | 17 | -9 | 10 | 10 | -7 | -2 | -3
[13] O=C(CNc1ccccc1N1CCCC1=O)Nc1cc(C(F)(F)F)ccc1-n1cncn1
 : i | -5 | -1 | -4 | 11 | 0 | -3 | 5 | 4
[14] O=C(CSc1nnc(-c2c[nH]c3ccccc23)o1)N1CCCCC1
 : i | -1 | 2 | 8 | -39 | -3 | -7 | 2 | 13
[15] COc1ccc(/C=N/Nc2nnc(-c3ccccc3)c(=O)[nH]2)cc1
 : i | -4 | -9 | -3 | 6 | -45 | -3 | 3 | -9
[16] CCOC(=O)c1c(C)n2c3c(cc(C)cc13)CCC2
 : i | -3 | 4 | 6 | 3 | 1 | 8 | 0 | -6
[17] FC(F)(F)c1ccc(NCCc2ccccc2)nc1
 : i | -3 | 14 | 13 | 1 | 2 | -1 | 3 | 16
[18] Cn1c(Nc2ccc(Cl)cc2)cc(=O)n(C)c1=O
 : i | -4 | -5 | 16 | 5 | -3 | 4 | 0 | 4
[19] O=C(c1cccs1)N1CCN(S(=O)(=O)c2cccc(Cl)c2Cl)CC1
 : i | -5 | 17 | -12 | 7 | -4 | -1 | 0 | -11
[20] N#Cc1ccc(C(C(=O)NC2CCCCC2)n2c(=O)c(-c3cc4ccccc4[nH]3)nc3ccccc32)cc1 (centres undefined)
 : . | . | . | 17 | . | -16 | . | . | -4
[21] CCc1nc(SCC(=O)Nc2ccccc2OC)n[nH]1
 : i | -2 | -4 | -7 | -8 | 1 | 1 | 0 | 4
[22] O=C(NNC(=O)c1cnccn1)c1cccc([N+](=O)[O-])c1
 : i | -3 | -5 | 5 | -21 | -1 | -5 | 1 | -12
[23] CCc1nc2c(OCCOc3ccccc3)cccn2c1N(C)C(=O)c1ccccc1F
 : i | -1 | -29 | 18 | 8 | -4 | -14 | -2 | -7
[24] Cc1ccc(OCc2nnc(SCCN3CCOCC3)n2C)cc1
 : i | -13 | -3 | -20 | -6 | 7 | -8 | 5 | 2
[25] CCC(=O)N(NC1=NS(=O)(=O)c2ccccc21)S(=O)(=O)c1ccc(C)cc1
 : i | -3 | -5 | -6 | 4 | -1 | -3 | 4 | 4
[26] OCC[C@@H]1C[C@@H](O)[C@H](O)[C@@]2(CCc3ccccc3O2)O1
 : i | -4 | -6 | 12 | 4 | -1 | -5 | 5 | 19
[27] CS(=O)(=O)N1N=C(c2cccs2)CC1c1ccccc1F (centres undefined)
 : i | -3 | -2 | 10 | -5 | -6 | -3 | 3 | 2
[28] Cc1cccc(NC(=S)N2CCCC2)c1
 : i | -6 | -5 | -11 | -80 | 2 | 4 | -2 | -3
[29] CC(C)(C)N1NC2(CCCCC2)NC1=S
 : i | -2 | -3 | 16 | 26 | -4 | 2 | 2 | 3
[30] Cc1ccccc1NC(=O)CCCSc1nc2ccccc2s1
 : i | -3 | 26 | 18 | 15 | 1 | -4 | -1 | -12

Continuation:
cpd	molecule	Neddylation inh	MsrA act	FAS TE block	SKN-1 inh	PABP1 MLLE inh	MT1-MMP act inh	E coli Lon inh	Rin1-Abl PPI inh	NRP1-CendR mod
31	C/C(=N\NC(=O)c1ccoc1C)c1ccc(Cl)s1	i	-4	-3	-5	-4	9	-7	-1	-1
32	COc1ccc(S(=O)(=O)N(C(C)=O)c2ccc(OC(C)=O)c3ccccc23)cc1[N+](=O)[O-]	i	-11	30	-10	16	1	3	3	-10
33	CN1CCC(NC(=O)c2cc(-c3cccc(Br)c3)nc3ccccc23)CC1	i	-3	-2	12	4	-3	-5	-4	-10
34	C=CC[C@@H](CC(=O)N(CCO)Cc1ccccc1)C(=O)N[C@@H](COC(=O)[C@@H](CC=C)Cc1ccc(F)cc1)Cc1c[nH]c2ccccc12	i	1	24	2	-8	-28	3	4	3
35	C/C(=N\Nc1cc(N2CCOCC2)ncn1)c1cccc([N+](=O)[O-])c1	i	-2	2	5	-6	2	-1	-3	4
36	COc1cccc(-c2noc(-c3ccoc3C)n2)c1	i	-2	19	56*	-16	-3	2	1	-4
37	O=C(c1cccc(S(=O)(=O)N2CCCC2)c1)c1nnc(-c2ccncc2)o1	i	-4	-3	3	3	6	-4	4	-29
38	CC(=O)c1c(C)[nH]c(C(=O)COc2ccc(C#N)cc2)c1C	i	0	-8	-54	-4	2	-1	-1	-7
39	CC(C)c1nc(SCC(=O)c2c[nH]c3ccccc23)n[nH]1	i	-1	-7	-11	-19	2	-1	-4	-11
40	COc1cccc(-c2nc(CS(=O)(=O)CC(=O)NCCN3CCOCC3)c(C)o2)c1	i	-3	-2	9	-1	3	11	-2	8
41	CC(=O)c1cnc(-c2ccccc2Cl)s1	i	-1	0	-8	2	1	-12	-3	3
42	O=C(/C=C/c1ccco1)N1CCN(S(=O)(=O)c2ccccc2)CC1	i	-2	-1	5	-3	-4	-18	-5	-2
43	O=C(NCCc1ccccc1)/C(=C\c1ccccc1)NC(=O)c1ccco1	i	-5	-2	-5	-6	-2	-14	5	5
44	CCCC(=O)Nc1nc(-c2ccc(OC)cc2)cs1	i	4	7	4	8	-3	-9	-3	0
45	CCOC(=O)c1[nH]c2ccccc2c1NC(=O)c1ccco1	i	-2	-8	-9	-10	3	-3	-2	-10
46	CC1=NN(C(=O)c2ccc(Cn3cc([N+](=O)[O-])cn3)cc2)C(O)(C(F)(F)F)C1 (centres undefined)	i	-3	-7	4	0	-1	-4	0	-12
47	O=[N+]([O-])c1ccccc1SNc1ccccn1	i	-4	-8	5	11	2	8	0	1
48	Cc1ccc(CN(C)C[C@@H]2OCc3cnnn3CCCC(=O)N([C@H](C)CO)C[C@H]2C)cc1	i	-8	-10	6	-7	0	-1	-2	1
49	C[C@@H](NC(=O)[C@@H]1CCCN1C(=O)[C@@H]1CCCN1C(=O)c1cccs1)c1ccccc1	i	0	-10	9	.	2	-8	.	-14
50	O=C(CN1CCN(C2CCCCC2)CC1)NCCC1=CCCCC1	i	0	-7	7	-22	-2	2	2	-13
51	COc1ccc(Cc2nnn(CC(=O)O)n2)cc1	i	-2	-2	15	-1	1	-1	0	5
52	Oc1ccc(CCC2CCCCN2Cc2nc(C3CC3)no2)cc1 (centres undefined)	i	-3	0	2	1	0	-5	1	0
53	CC1=C(C(=O)N2CCCCCC2)CC(CC(=O)NCCN2CCOCC2)C(=O)N1Cc1ccc(F)cc1 (centres undefined)	i	-4	0	4	.	6	3	.	4
54	O=C(C1CCN(S(=O)(=O)c2cnc[nH]2)CC1)N1CCN(c2ccc([N+](=O)[O-])cc2)CC1	i	-4	-16	4	-3	1	3	-5	-4
55	O=C(Nc1ncnc2sc3c(c12)CCCC3)c1ccncc1	i	-3	-6	-4	14	1	-2	-5	-2
56	COc1ccc(NC(=O)NCc2ccccn2)c(OC)c1	i	-3	-2	-27	9	-4	-8	0	4
